EPAC2 agonist = qHTS for Agonist of cAMP-regulated guanine nucleotide exchange factor 4 (EPAC2): primary screen | EPAC2 activation, biochemical qHTS; response scale: 100% = 6.5 mM cAMP response | Rap guanine nucleotide exchange factor 4 (Homo sapiens), Q8WZA2 | AID 720711, 2013 | 360,000 compounds, 0.079% hits | Potency, µM (doses to about 154 µM), for the others: top-dose activation, most hits filed as activators; also: potency is read from the fitted curve at half-maximal effect; nearly all actives have a fitted effect of over 50% in size
Target sequence (Q8WZA2 whole entry, looked up): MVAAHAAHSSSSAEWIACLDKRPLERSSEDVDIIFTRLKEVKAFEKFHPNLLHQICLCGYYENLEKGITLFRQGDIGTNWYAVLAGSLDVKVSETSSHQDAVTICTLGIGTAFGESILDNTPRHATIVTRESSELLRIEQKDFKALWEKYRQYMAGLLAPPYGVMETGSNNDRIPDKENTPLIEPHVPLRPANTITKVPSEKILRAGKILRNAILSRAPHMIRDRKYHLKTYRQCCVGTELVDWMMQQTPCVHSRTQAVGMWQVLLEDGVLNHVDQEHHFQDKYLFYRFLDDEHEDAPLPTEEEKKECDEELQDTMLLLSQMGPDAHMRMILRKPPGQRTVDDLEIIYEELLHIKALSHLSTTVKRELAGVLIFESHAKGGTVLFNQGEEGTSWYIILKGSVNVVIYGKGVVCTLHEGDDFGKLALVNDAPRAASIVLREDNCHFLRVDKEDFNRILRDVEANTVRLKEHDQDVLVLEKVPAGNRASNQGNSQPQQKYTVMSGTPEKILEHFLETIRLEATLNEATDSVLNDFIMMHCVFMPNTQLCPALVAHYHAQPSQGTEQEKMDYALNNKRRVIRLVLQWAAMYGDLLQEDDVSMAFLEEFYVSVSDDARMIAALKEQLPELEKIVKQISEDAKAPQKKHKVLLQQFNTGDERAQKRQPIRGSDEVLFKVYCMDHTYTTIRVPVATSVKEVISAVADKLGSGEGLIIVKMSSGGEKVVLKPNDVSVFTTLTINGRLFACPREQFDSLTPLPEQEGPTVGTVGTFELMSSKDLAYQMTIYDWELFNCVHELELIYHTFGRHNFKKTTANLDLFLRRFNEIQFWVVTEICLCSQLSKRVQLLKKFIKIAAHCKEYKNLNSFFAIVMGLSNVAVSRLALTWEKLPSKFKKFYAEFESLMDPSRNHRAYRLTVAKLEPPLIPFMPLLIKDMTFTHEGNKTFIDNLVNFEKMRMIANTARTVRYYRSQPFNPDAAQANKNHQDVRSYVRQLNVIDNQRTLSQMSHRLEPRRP
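Guanine nucleotide exchange by EPAC2 is measured as reduced fluorescence of BODIPY-GDP once it is released from 250 nM Rap1B. Plates are read kinetically for 30 min at room temperature; results are scaled to 6.5 mM cAMP.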
HepG2 tox = qHTS for Inhibitors of TGF-b: Cytotox Counterscreen; 410,000 compounds, 0.76% hits; Potency, µM (highest dose often 46.1 µM), inactives show at the highest dose activity change, negative = cytotoxicity, most hits filed as cytotoxic; AID 588856, 2011; HepG2 CAGA-GFP viability, ATP luminescence, 18 h; also: potency is read from the fitted curve at half-maximal effect; some results filed as inactive show a strong effect at the top dose
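CellTiter-Glo luminescence gave cytotoxicity after 18 hours at 37 degrees C. The cells were HepG2 CAGA-GFP in 1% FBS DMEM, stimulated with 500 pg/mL TGF-beta after compound addition. %Activity was normalised to no-cell wells (complete cell-killing) and DMSO (no toxicity), and curves were fitted and classified.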
TGFb SMAD3 inh = qHTS for Inhibitors of TGF-b. HepG2 CAGA-GFP TGF-b/SMAD3 reporter, GFP fluorescence, 18 h; TGF-beta stimulated, 500 pg/mL final. 410,000 compounds, 1.2% hits. Potency, µM (titrated, usually from 46.1 µM), inactives show at the highest dose activity, negative = inhibition, hits mostly inhibitors; also: potency is read from the fitted curve at half-maximal effect; % is scaled to controls: 0 for no effect and ±100 for the full control effect; nearly all actives have a fitted effect of over 65% in size
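TGF-beta reporter screen: HEPG2 CAGA-GFP, 1% FBS, 500 pg/mL TGF-beta final, 18 h; per-cell GFP summed per well; curves fitted and categorized by class.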
Nrf2 inh = Nrf2 qHTS screen for inhibitors. A549 ARE-Fluc reporter, luciferase luminescence, 18-24 h. Potency, µM (doses to about 46 µM), for the others: at the highest dose activity change, negative = inhibition, most hits filed as inhibitors. 360,000 compounds, 2.1% hits. AID 504444, 2011; also: potency is read from the fitted curve at half-maximal effect; % is scaled to controls: 0 for no effect and ±100 for the full control effect; nearly all actives have a fitted effect of over 60% in size
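In this cell-based qHTS, ARE-driven firefly luciferase in A549 cells reports Nrf2 activity; the luminescent signal after BugLite lysis is the measured value, with a prior CellTiter-Fluor read for cell health.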
A549 tox = Nrf2 qHTS screen for inhibitors: counterscreen for cytotoxicity; A549 ARE-Fluc cells, CellTiter-Fluor viability, 18-24 h; Potency, µM (doses to about 46 µM), for the others: top-dose activity change, negative = cytotoxicity, usual class: inhibitors; 390,000 compounds, 0.16% hits; AID 504648, 2011; also: potency is read from the fitted curve at half-maximal effect; % is scaled to controls: 0 for no effect and ±100 for the full control effect
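A549 ARE-Fluc cells in 5% FBS OPTI-MEM, 5000 cells/well, rested 2 h then exposed to compounds in concentration-response for 18-24 h at 37 °C. Viability by CellTiter-Fluor fluorescence (Ex 405/Em 525) after 30 min; luciferase luminescence (BugLite, 15 min, RT) read afterwards.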
S2 tox = Viability Counterscreen for Primary qHTS for Inhibitors of ATXN expression; S2 cells (HEK-293 line with an ATXN2-luciferase reporter) viability, CellTiter-Fluor protease fluorescence, 24 h; Potency, µM (highest dose often 56.7 µM), actives largely listed as cytotoxic; 400,000 compounds, 0.49% hits; AID 651635, 2014; also: potency is read from the fitted curve at half-maximal effect; nearly all actives have a fitted effect of over 40% in size
Nrf2 activator = qHTS of Nrf2 Activators; AREc32 ARE-luciferase reporter (MCF7-derived line), luminescence, 24 h; 410,000 compounds, 0.31% hits; Potency, µM (highest dose often 46.1 µM), without a hit: at the highest dose activation, usual class: activators; AID 624171, 2012; also: potency is read from the fitted curve at half-maximal effect; % of control where 0% means no effect; nearly all actives have a fitted effect of over 65% in size
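Cells of the AREc32 ARE-luciferase line are plated in OPTI-MEM containing 5% FBS and left overnight at 37 deg C. Compounds are pinned in, incubation continues 24 hr, and firefly luciferase signal is then measured.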
IL2 activator = qHTS of IL-2 Activators. IL-2 activation reporter assay, cell-based qHTS; stimulated with anti-CD3/CD4/CD28 beads; in transgenic mouse T cells. activation, % (series mostly up to about 46 µM). 360,000 compounds, 0.065% hits. AID 652025, 2013; in the data active = activation above about 50%; inconclusive = mostly about 30% to 49%; also: 0% is about no effect
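Unstimulated transgenic mouse T cells; 60-min compound exposure; bead-based TCR/CD4/CD28 stimulation; 18 h culture, 37 degrees C; dual fluorescence (EGFP, DsRed) plate cytometry.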
ATXN2 expr inh = Primary qHTS for Inhibitors of ATXN expression; Potency, µM (doses to about 57 µM), inactives show at the top dose activity change, negative = inhibition, hits mostly inhibitors; AID 1745845, 2022; HEK-293 ATXN2-luciferase reporter, luminescence, 24 h; 360,000 compounds, 0.72% hits; also: potency is read from the fitted curve at half-maximal effect; % is scaled to controls: 0 for no effect and ±100 for the full control effect; nearly all actives have a fitted effect of over 55% in size
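qHTS (up to 57 uM final) was run with 24 h compound exposure of reporter cells at 37 °C. Each well was multiplexed: SteadyGlo luminescence measured ATXN2-luciferase expression after a fluorogenic Gly-Phe-AFC viability readout (25 uM final).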
Numbers without * were called inactive; i = inactive; ? = inconclusive; . = not tested or not shown; & = joins results of further samples; [ ] = remark or other dose. Unless noted, calls follow the shape of the dose curve; as a rule, active = well fitted curve in the direction sought with a large enough effect; inconclusive = small, poorly fitted or top-dose-only effect, or another doubt; inactive = no such curve, though single readings can be large; an effect the other way counts as inactive or inconclusive.

SMILES | EPAC2 agonist | HepG2 tox | TGFb SMAD3 inh | Nrf2 inh | A549 tox | S2 tox | Nrf2 activator | IL2 activator | ATXN2 expr inh
CCOC(=O)c1cnc2ccccc2c1Nc1ccc2c(c1)OCCO2 | 22% | 0% | -8% | 14% | -5% | i | -0.6% | -3.5 | -25%
Cc1ccc(CC(=O)NC2CCCc3ccccc32)cc1C (centres undefined) | 6% | -24% | -22% | 0% | 6% | i | -0.8% | -1.7 | -15%
Cn1nnnc1SCC(=O)Nc1ccc(Oc2ccc(Cl)cc2)cc1 | -3% | -14% | -13% | -22% | 1% | i | 3.9% | -0.7 | -20%
COc1cccc(C(c2nnnn2CC2CCCO2)N2CCN(C(=O)c3ccco3)CC2)c1OC (centres undefined) | 12% | -14% | -6% | -29% | 4% | i | 0.3% | -0.6 | -16%
COc1ccc(N2C(=O)NC(NC(=O)c3ccncc3)(C(F)(F)F)C2=O)cc1 (centres undefined) | 8% | -1% | 6% | 9% | 1% | i | 0.4% | 1.1 | -4%
CN(CC1CCCCO1)C(=O)c1cc(COc2ccc(F)cc2Cl)on1 (centres undefined) | -1% | -2% | 7% | 17% | 0% | i | 3.3% | -2.0 | 47%[activator]
O=C(COC(=O)c1cc(=O)[nH]c2ccccc12)NCc1ccc(Cl)cc1 | -6% | -1% | -3% | 0% | 2% | . | -0.4% | 0.5 | .
Cc1ccc2oc(-c3cc(NC(=O)c4oc5ccccc5c4C)ccc3Cl)nc2c1 | . | -5% | -2% | 9% | 14% | i | 2.7% | . | 15%
FC(F)Oc1ccc(C2=Nn3c(nnc3-c3ccccc3Cl)SC2)cc1OCC1CC1 | -1% | 0% | ? | -15% | 3% | i | 0.4% | -0.5 | -7%
COc1ccc(S(=O)(=O)CCC(=O)N2CCN(c3ccc(F)cc3)CC2)cc1 | 5% | 4% | -17% | 8% | 4% | i | -0.8% | -3.5 | .
c1ccc(-c2cc(-c3cc(-c4ccccc4)on3)no2)cc1 | 7% | 40% | 7% | . | . | ? | 4.6% | 0.2 | .
O=C(Cc1cccc([N+](=O)[O-])c1)Nc1cccc(C(=O)N2CCOCC2)c1 | 2% | -1% | -2% | -21% | -1% | i | -0.1% | 0.5 | -4%
O=C(CN1C(=O)c2ccc([N+](=O)[O-])cc2C1=O)Nc1nccs1 | 11% | -12% | 5% | -5% | 2% | i | 0.2% | -0.1 | -21%
COC(=O)c1cccc(NC(N)=S)c1 | 3% | -7% | 2% | -4% | 0% | i | 0.1% | -0.4 | ?
CCCc1nnc(NC(=O)CCS(=O)(=O)Cc2ccccc2)s1 | 8% | 7% | -5% | 11% | 0% | i | 8.3% | 1.8 | 18%
COc1ccccc1CNC(=O)[C@H](NC(=O)C1CCN(C(=O)[C@@H](N)CCSC)CC1)C(C)C | 0% | -69% | -9% | 8% | -17% | ? | -0.7% | -0.1 | -3%
Cn1ncc2c(NCCc3ccccc3)nc(Cl)nc21 | 4% | -19% | ? | -27% | -2% | i | 5.1% | -0.1 | -3%
CC(Oc1ccccc1)C(=O)Nc1nnc(S(=O)(=O)Nc2ccccc2)s1 (centres undefined) | 4% | -8% | 12% | -11% | -3% | i | -1.0% | -0.6 | -13%
NNC(=S)NCc1ccccc1 | -6% | -12% | ? | -1% | -2% | i | -0.2% | 1.7 | -2%
O=C(NCCN1CCOCC1)c1cc(-c2cccc(Cl)c2)on1 | -3% | -5% | 0% | -4% | 1% | i | 0.1% | -3.7 | 13%
CCc1ccc(C2NC(=S)NC3=C2C(=O)N(c2ccccc2OC)C(c2ccc(CC)cc2)N3)cc1 (centres undefined) | -11% | -81% | ? | ? | ? | ? | 21% | -3.9 | ?
CC1(C)CN(c2ccccc2)N(C(=O)c2ccc(F)cc2)C1=O | -3% | -7% | 0% | . | -9% | i | 0.4% | -0.8 | -17%
O=C(NCCCn1ccnc1)c1cc(Cl)cc(Cl)c1 | -1% | -11% | 11% | -2% | 10% | i | -0.3% | -0.2 | -16%
COc1ccc(OCCCC(=O)Nc2ncn[nH]2)cc1 | 4% | 9% | 10% | -4% | -2% | i | -0.4% | 1.2 | -18%[11.3 µM]
CCN(CC)S(=O)(=O)c1cc(-c2nnc(-c3ccc(Br)cc3)o2)ccc1Cl | 8% | 1% | -7% | 21µM* | -22% | i | -0.5% | 1.6 | -19%
CCn1c(SCC(=O)NCc2ccccc2)nnc1-c1c[nH]c2ccccc12 | 0% | 1% | -30% | -6% | 3% | ? | -0.6% | 0.4 | -5%
COC/C=C/C1=CC2=CC(=O)C(C)(OC(=O)C3CCCC3)C(=O)C2=CO1 (centres undefined) | 7% | -32% | ? | -2% | -15% | i | 4.0% | 0.6 | -10%
COc1cc2ccc(-c3ccc4ccccc4n3)cc2cc1OC | 7% | -17% | 7% | . | . | i | 2.7% | -2.6 | .
O=C(NCCN1CCOCC1)c1ccc2c(c1)N(Cc1ccccc1)C(=O)CS2 | 5% | -14% | 17% | . | -5% | i | -0.3% | -2.0 | 1%
Cc1ccc(-c2nc3ccccn3c2Nc2ccccc2)o1 | -2% | 0% | 0% | 1% | -4% | i | 13% | -6.0 | 1%
O=C(c1ccc(Cl)c(S(=O)(=O)N2CCCCC2)c1)N1CCCC1 | 1% | 0% | 3% | -7% | 1% | i | 0.4% | 0.7 | 3%
CCOc1ccc(CCNC(=O)COC(=O)C2=NNC(=O)CC2)cc1OCC | -1% | 0% | -25% | 3% | -4% | i | -0.5% | -1.3 | -1%
Cc1ccc(N(Cc2cc3ccccc3[nH]c2=O)C(=O)c2cccs2)cc1C | 4% | -15% | -10% | ? | -15% | ? | 0.3% | -3.2 | -7%
c1ccc(CC(Cc2ccccc2)c2ccccn2)cc1 | 5% | -23% | ? | 8% | 10% | i | -0.3% | -2.2 | 3%
CCN=c1scc(-c2ccco2)n1/N=C/c1ccc(OC)c(O)c1 | 10% | -34% | 0% | 3% | -14% | i | 2.2% | 2.8 | 123%[activator]
CCSc1oc(-c2cccs2)nc1S(=O)(=O)c1ccccc1 | 12% | -5% | -13% | ? | 27% | i | 7.0% | -1.8 | -16%
CCOC(=O)c1cccc(P(=O)(C(C)(C)C)C(C)(C)C)c1 | 5% | -8% | 0% | -1% | -1% | i | -0.8% | -3.8 | 4%
O=c1c2ccccc2nc(SCc2nnc(-c3ccccc3Br)o2)n1Cc1ccco1 | 3% | -21% | -15% | ? | -8% | i | 4.2% | -0.6 | 1%
CCOC(=O)c1cnc2ccc(Br)cc2c1NCC(C)O (centres undefined) | 2% | 3% | 8% | 7% | 1% | i | -0.1% | -0.3 | -8%
CCc1ccc(Nc2nnc(SCC(=O)NC(=O)c3cccn3C)s2)cc1 | 1% | -41% | ? | ? | -1% | i | 15% | 0.6 | -5%
C/C(=N\NC(=O)C1CCCC1)c1ccc(Cl)cc1 | -1% | 7% | 0% | ? | 4% | i | -0.1% | -0.5 | -8%
CC1CCCN1CC#CC(O)(c1ccccc1)c1ccccc1 (centres undefined) | 8% | -38% | 0% | 6% | 1% | i | -0.2% | -3.1 | -1%
Cc1cc(=O)oc2cc(OCC(=O)Nc3cccnc3)ccc12 | 8% | 4% | 0% | ? | 4% | i | -0.3% | -0.2 | 2%
CCCn1c(-c2ccc(OC)cc2)nc2ccccc21 | 4% | -4% | -3% | ? | -21% | i | 2.9% | -1.5 | 4%
CCCN1C2=NCCN2c2ccccc21 | 8% | -2% | 2% | . | 2% | i | -0.1% | 0.1 | -17%
COc1ccc(N2CCN(CC(O)COc3cc(C)ccc3C)CC2)cc1 (centres undefined) | 8% | -34% | -20% | -7% | -3% | i | -0.4% | 1.2 | -9%
C[C@@H](C(=O)CC(=O)OC(C)(C)C)[C@@H](O)c1ccccc1 | 4% | 8%&-7% | -2%&-13% | 2%&1% | -1%&14% | i | -1.6% | -1.7 | 6%
Cc1ccc(C(=O)Nc2ccc(OCc3ccccc3)cc2)cc1[N+](=O)[O-] | 2% | -20% | 1% | . | -2% | i | -0.3% | 0.8 | 0%
CCOC(=O)c1cnc2c(-c3ccccc3)cnn2c1N | 4% | -1% | -18% | ? | 3% | i | 2.0% | 0.3 | 73%[activator]
CCOC(=O)CSc1nnc(-c2ccccc2)c(=O)[nH]1 | -1% | -7% | -23% | -2% | -2% | i | -0.5% | -2.4 | -12%
CCOc1cc(/C=N/NC(=O)c2cc3c(ccc4ccccc43)o2)ccc1O | -1% | -26% | ? | ? | -1% | i | 0.1% | -1.8 | -5%
CCn1c(C)cs/c1=N\S(=O)(=O)c1ccccc1 | 5% | 1% | -6% | -1% | ? | i | -1.2% | -2.2 | 7%
CS(=O)(=O)N(CC(=O)NCCSc1ccccn1)c1cccc2ccccc12 | 2% | -1% | 10% | -3% | -5% | i | 0.4% | -0.4 | 4%
O=C(Nc1ccccc1)c1cccc(C(F)(F)F)c1 | 0% | -8% | 1% | 16% | 1% | i | 0.2% | -2.5 | 11%

Individual results from the results shown:
CCOC(=O)CSc1nnc(-c2ccccc2)c(=O)[nH]1 in EPAC2 agonist has -1%
CCn1c(C)cs/c1=N\S(=O)(=O)c1ccccc1 in ATXN2 expr inh has 7%
